Bioassay records from PubChem.
Lipid droplet = modulators of hepatic lipid droplet formation; AML12 mouse hepatocytes, oleate lipid droplets, BODIPY imaging; inhibition, % at 6.5 µM; hit rate 0.4% among 240,000; AID 1656;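 active = lipid droplet intensity inhibited by at least 50%, with more than 500 cells counted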
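Test system: AML12 mouse liver cells; schedule: overnight exposure; technique: high-content imaging of BODIPY-stained droplets and DAPI nuclei; read-out: % inhibition of corrected integrated BODIPY droplet signal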
MT stabilize HCS = microtubule stabilization, imaging screen | HeLa tubulin immunostaining HCS, 24 h; share of cells brighter than vehicle mean+2SD | % tubulin-high responders, % at 10 µM | hit rate 0.83% among 200,000 | AID 2205;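 active = plate Z-score above 3 for both tubulin-high and condensed-nucleus cell shares, with cell loss under 80%, at 10 µM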;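 note: anti alpha tubulin signal scored within the nucleus-defined area of each cell; some results filed as inactive read as strong as hits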
TNAP activation fold = human TNAP enzyme activators, primary screen, biochemical, luminescent, no phosphate acceptor, uHTS (AID 1001); purified TNAP, luminescent activation assay, no phosphate acceptor; higher activation fold means a stronger effect; activation fold at 20 µM; hits with a dose series show EC50 in µM; hit rate 0.03% among 200,000; in the data active = activation fold from about 3, or a potency from the dose series; inactive = the rest, 99 in 100 with activation fold below about 1.6; note: many of its hits are not listed in these tables
T cell modulator = T cell immune modulators affecting CD8 T cell-vesicle binding. 2C CD8+ T cell-vesicle binding, flow cytometry; active compounds read low. hit rate 0.068% among 330,000. AID 2052. calls only at 7 µM;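 active = response, share of CD8 T cells binding vesicles, and their 90th percentile fluorescence all below set limits, cut at about 80% in these data, passing the limit was not always enough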
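Read-out – percent CD8+ FL2 mean versus row control · System – murine 2C transgenic CD8+ T lymphocytes · Times – 1.5 h cell–vesicle binding at 37 °C, then 20 min icy labelling · Control set – naked vesicles low, QL9 vesicles with vehicle high · Detection – cytometric PE anti-B7-1 and Alexa647 anti-CD8 signals after 1% paraformaldehyde fixation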
Insulin prom up = MIN6 insulin promoter up-regulation; MIN6 insulin promoter-GFP reporter, high-content imaging; active compounds read high; z-score at 5 µM; hit rate 0.3% among 190,000; AID 1625;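 active = z-score above 3 at 5 µM with at least 500 cells counted in the well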
Dynein transport = dynein cargo transport inhibition. AID 1381. 3617.4 mouse cells, GR-EGFP nuclear translocation imaging; test concentration mostly 20 µM; stimulated with dexamethasone, 1 µM; active compounds read low. z-score, hits read low. hit rate 0.47% among 220,000;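 active = plate z-score of nuclear minus cytoplasmic receptor signal below a set negative limit, without overly bright fluorescence or cell loss, cut at about -3.5 in these data, passing the limit was not always enough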;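 note: z-score of nuclear minus cytoplasmic ring GR-EGFP intensity difference per well; some compounds called inactive have numbers as strong as hits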
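Medium: Induction medium lacking tetracycline, stripped serum | Probe or stimulus: 1.0 µM final dexamethasone stimulus | Schedule: 48 h induction, then 1 h compound, then 30 min agonist, 37 °C | Signal: Automated 10x imaging of fixed Hoechst-stained cells | Evaluation: Per-cell GR-EGFP intensity, nucleus versus surrounding cytoplasmic ring, well-averaged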
Myeloid diff MLP = compounds promoting myeloid differentiation; ER-HoxA9 myeloid progenitors, lysozyme-GFP differentiation, flow cytometry; calls only at 10 µM; hit rate 1% among 360,000; AID 624256;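 active = normalized GFP-positive differentiation at or above the plate's own cutoff, the solvent-only control mean plus 3 SD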;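 note: cells exposed to compound for four days before flow analysis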
bCat nuc transl = alters nuclear translocation of beta-catenin in HeLa cells. immunofluorescence imaging. nuclear translocation activity, % at 5 µM. hit rate 0.3% among 190,000;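 active = nuclear translocation activity above 50% at 5 µM, with a well cell count of 50 or more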;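 note: per-cell ratio of nuclear to cytoplasmic median beta-catenin stain intensity; plate controls were DMSO negative control for no effect and GSK-3 inhibitor IX positive control for full effect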
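System: HeLa cells, endogenous beta-catenin; compound dosing: 5 µM primary single dose, 0.1% DMSO, 0.02–20 µM confirmation series; incubation: 24 h compound exposure at 37°C, 5% CO2; signal: beta-catenin immunofluorescence imaging with DAPI; evaluation: % activation, nuclear-to-cytoplasmic median beta-catenin signal ratio per cell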
human PMI inhibition = inhibitors of human PMI, primary screen, biochemical, fluorescence intensity, coupled assay (AID 1209); purified PMI enzyme, coupled fluorescence intensity; higher % means a stronger effect; hit rate 0.42% among 190,000; inhibition, % at 20 µM, or IC50 in µM where a hit was titrated; in the data active = inhibition above about 50%;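 note: plate controls were DMSO vehicle for no effect and wells lacking substrate for full effect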
Dynein transport cytoplasmic EGFP = recorded beside Dynein transport, whose call it bears; z-score; measured here: cytoplasmic GR-EGFP intensity; active compounds read high
Dynein transport nuclear GR-EGFP = second read-out of Dynein transport, no call of its own (marks repeat the call); z-score; measured here: nuclear GR-EGFP intensity;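 lower value marks the stronger effect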
Dynein transport cell count = recorded beside Dynein transport, whose call it bears; z-score; measured here: cell count per field
Insulin prom up cell count = recorded beside Insulin prom up, whose call it bears; cell count; measured here: cytotoxicity, nuclei count;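 total cells summed across four imaged fields per well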
Lipid droplet cells 6.5 µM = recorded beside Lipid droplet, whose call it bears; cell count; measured here: cell count, cytotoxicity flag;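 cells counted across two imaged fields per well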
bCat nuc transl cell count 5 µM = recorded beside bCat nuc transl, whose call it bears; cell count; measured here: cell count, cytotoxicity flag
T cell modulator vesicle-bound % = further read-out of T cell modulator, marked with its call; double positive events, %; measured here: CD8+ vesicle-bound cell fraction;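 binding gate set so that unloaded-vesicle control wells show 10% double positive cells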
MT stabilize HCS Hoechst-high % = also measured in MT stabilize HCS; calls as there; % Hoechst-high responders; measured here: nuclear condensation Hoechst responders;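 share of cells brighter than vehicle mean plus two SD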
MT stabilize HCS cytotoxicity % = further read-out of MT stabilize HCS, marked with its call; toxicity, %; measured here: cytotoxicity by cell density;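 0% = mean cell density of plate MIN control wells and 100% = no cells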
Myeloid diff MLP GFP+ MAC1+ % = second read-out of Myeloid diff MLP, no call of its own (marks repeat the call); GFP+ MAC1+ double positive, %; measured here: differentiation confirmed by MAC1 staining
Active calls of the source: *. Compounds as they come. Share with any hit: about 3%.

O=C(CSc1nnc(CNC(=O)c2cccs2)o1)Nc1cccc(C(F)(F)F)c1 was read as Lipid droplet -4, MT stabilize HCS 3.2, TNAP activation fold 1.2, T cell modulator inactive, Insulin prom up 0.36, Dynein transport -0.33, Myeloid diff MLP inactive, human PMI inhibition 16%, Dynein transport cytoplasmic EGFP -0.23, Dynein transport nuclear GR-EGFP -0.54, Dynein transport cell count -0.52, Insulin prom up cell count 1294, Lipid droplet cells 6.5 µM 683, T cell modulator vesicle-bound % 66, MT stabilize HCS Hoechst-high % 1.8, MT stabilize HCS cytotoxicity % 4.4 and Myeloid diff MLP GFP+ MAC1+ % 0.5.
For COc1ccc2c(c1)C(SCC(=O)NCCc1ccc(Cl)cc1)CC(C)(C)O2 (stereo not drawn) the results were Lipid droplet 32, MT stabilize HCS 2.9, TNAP activation fold 1, T cell modulator inactive, Insulin prom up 0.8, Dynein transport 0.68, Myeloid diff MLP active, bCat nuc transl -1.0, human PMI inhibition -1%, Dynein transport cytoplasmic EGFP -0.082, Dynein transport nuclear GR-EGFP 1.2, Dynein transport cell count -1.4, Insulin prom up cell count 1342, Lipid droplet cells 6.5 µM 656, bCat nuc transl cell count 5 µM 547, T cell modulator vesicle-bound % 63, MT stabilize HCS Hoechst-high % 1.1, MT stabilize HCS cytotoxicity % 5.8 and Myeloid diff MLP GFP+ MAC1+ % 12*.
FC(F)(F)c1ccc(Cl)c(-n2c(Cc3cccs3)n[nH]c2=S)c1 was read as Lipid droplet 0, T cell modulator inactive, Insulin prom up 1.2, Dynein transport 0.75, Myeloid diff MLP inactive, bCat nuc transl 0.0, Dynein transport cytoplasmic EGFP -0.22, Dynein transport nuclear GR-EGFP 0.96, Dynein transport cell count -0.95, Insulin prom up cell count 1118, Lipid droplet cells 6.5 µM 716, bCat nuc transl cell count 5 µM 1275, T cell modulator vesicle-bound % 53 and Myeloid diff MLP GFP+ MAC1+ % 0.4.
Screening CSc1nnc(-c2cc3c(s2)-c2ccccc2CC3)o1 returned Lipid droplet 8, MT stabilize HCS 1.6, TNAP activation fold 1.1, T cell modulator inactive, Insulin prom up -1.3, Dynein transport 1.2, Myeloid diff MLP inactive, bCat nuc transl 4.4, human PMI inhibition 12%, Dynein transport cytoplasmic EGFP -0.22, Dynein transport nuclear GR-EGFP 0.099, Dynein transport cell count -0.61, Insulin prom up cell count 1927, Lipid droplet cells 6.5 µM 652, bCat nuc transl cell count 5 µM 974, T cell modulator vesicle-bound % 45, MT stabilize HCS Hoechst-high % 1.0, MT stabilize HCS cytotoxicity % 0.4 and Myeloid diff MLP GFP+ MAC1+ % 0.3.
Cc1c2cnn(-c3ccccc3)c(=O)c2c(C)n1CCCC(=O)N1CCN(c2ncccn2)CC1 was read as Lipid droplet -1, MT stabilize HCS 3.6, TNAP activation fold 1.1, Insulin prom up -1.1, Dynein transport -0.22, Myeloid diff MLP inactive, bCat nuc transl 3.2, human PMI inhibition 2%, Dynein transport cytoplasmic EGFP -0.23, Dynein transport nuclear GR-EGFP 0.64, Dynein transport cell count 0.57, Insulin prom up cell count 1227, Lipid droplet cells 6.5 µM 734, bCat nuc transl cell count 5 µM 1147, MT stabilize HCS Hoechst-high % 2.3, MT stabilize HCS cytotoxicity % 11 and Myeloid diff MLP GFP+ MAC1+ % 0.5.
Cc1nc(S(=O)(=O)Cc2ccc(Cl)cc2)nc2c1CCC2 was read as Lipid droplet -6, MT stabilize HCS 2.0, TNAP activation fold 1, T cell modulator inactive, Dynein transport 0.036, Myeloid diff MLP inactive, bCat nuc transl 1.0, human PMI inhibition 5%, Dynein transport cytoplasmic EGFP 0.27, Dynein transport nuclear GR-EGFP -0.0063, Dynein transport cell count 0.35, Lipid droplet cells 6.5 µM 706, bCat nuc transl cell count 5 µM 1458, T cell modulator vesicle-bound % 32, MT stabilize HCS Hoechst-high % 1.4, MT stabilize HCS cytotoxicity % 10 and Myeloid diff MLP GFP+ MAC1+ % 0.1.
For Cc1cc2nc(-c3ccc4c(c3)CCC4)ccn2n1 the results were Lipid droplet 6, MT stabilize HCS 2.5, TNAP activation fold 1.1, T cell modulator inactive, Insulin prom up 0.15, Dynein transport 0.4, Myeloid diff MLP inactive, bCat nuc transl 1.0, human PMI inhibition 24%, Dynein transport cytoplasmic EGFP -0.23, Dynein transport nuclear GR-EGFP 0.51, Dynein transport cell count -0.57, Insulin prom up cell count 1519, Lipid droplet cells 6.5 µM 753, bCat nuc transl cell count 5 µM 1016, T cell modulator vesicle-bound % 21, MT stabilize HCS Hoechst-high % 2.0, MT stabilize HCS cytotoxicity % 1.6 and Myeloid diff MLP GFP+ MAC1+ % 0.2.
`Cc1c(NC(=O)C(C)NCC2CCCO2)c(=O)n(-c2ccccc2)n1C` (stereo not drawn) gave MT stabilize HCS 3.7, TNAP activation fold 1.1, T cell modulator inactive, Insulin prom up 0.82, Dynein transport 1, Myeloid diff MLP inactive, bCat nuc transl 2.2, human PMI inhibition 5%, Dynein transport cytoplasmic EGFP -0.097, Dynein transport nuclear GR-EGFP -0.55, Dynein transport cell count 0.15, Insulin prom up cell count 1406, bCat nuc transl cell count 5 µM 1471, T cell modulator vesicle-bound % 47, MT stabilize HCS Hoechst-high % 1.6, MT stabilize HCS cytotoxicity % 5.1 and Myeloid diff MLP GFP+ MAC1+ % 0.7.
For COc1ccc(O[C@@H]2O[C@H](COC(C)=O)[C@@H](OC(C)=O)[C@H](OC(C)=O)[C@H]2NC(C)=O)cc1 the results were Lipid droplet 32, MT stabilize HCS 4.2, TNAP activation fold 1.1, T cell modulator inactive, Insulin prom up -0.17, Dynein transport -0.16, Myeloid diff MLP inactive, bCat nuc transl -0.2, human PMI inhibition -5%, Dynein transport cytoplasmic EGFP -0.3, Dynein transport nuclear GR-EGFP -0.18, Dynein transport cell count 0.26, Insulin prom up cell count 1313, Lipid droplet cells 6.5 µM 733, bCat nuc transl cell count 5 µM 543, T cell modulator vesicle-bound % 45, MT stabilize HCS Hoechst-high % 2.4, MT stabilize HCS cytotoxicity % 3.7 and Myeloid diff MLP GFP+ MAC1+ % 0.5.
Cc1ccc(-n2cccc2C(=O)NS(=O)(=O)c2ccc(C)cc2)cc1 was read as Lipid droplet 1, T cell modulator inactive, Insulin prom up 1.2, Dynein transport 1.2, Myeloid diff MLP inactive, bCat nuc transl -0.1, Dynein transport cytoplasmic EGFP -0.076, Dynein transport nuclear GR-EGFP 0.63, Dynein transport cell count -1.6, Insulin prom up cell count 1098, Lipid droplet cells 6.5 µM 711, bCat nuc transl cell count 5 µM 1311, T cell modulator vesicle-bound % 14 and Myeloid diff MLP GFP+ MAC1+ % 1.4.
Screening COc1ccc(Nc2ccccc2N)cc1 returned Lipid droplet 10, MT stabilize HCS 8.2, TNAP activation fold 1, T cell modulator inactive, Insulin prom up -2.6, Dynein transport -5.1*, Myeloid diff MLP active, bCat nuc transl 44, human PMI inhibition -9%, Dynein transport cytoplasmic EGFP 2.6*, Dynein transport nuclear GR-EGFP -1.5*, Dynein transport cell count 0.39*, Insulin prom up cell count 748, Lipid droplet cells 6.5 µM 647, bCat nuc transl cell count 5 µM 617, T cell modulator vesicle-bound % 25, MT stabilize HCS Hoechst-high % 3.1, MT stabilize HCS cytotoxicity % 21 and Myeloid diff MLP GFP+ MAC1+ % 1.7*.
Screening C/C(N)=C(/C#N)C(=O)CSc1nc2cc(Cl)ccc2c(=O)n1Cc1ccco1 returned Lipid droplet 11, MT stabilize HCS 2.5, TNAP activation fold 1.1, T cell modulator inactive, Insulin prom up 0.18, Dynein transport -0.088, Myeloid diff MLP inactive, bCat nuc transl 2.0, human PMI inhibition 2%, Dynein transport cytoplasmic EGFP -0.15, Dynein transport nuclear GR-EGFP -0.12, Dynein transport cell count -0.23, Insulin prom up cell count 1069, Lipid droplet cells 6.5 µM 688, bCat nuc transl cell count 5 µM 1140, T cell modulator vesicle-bound % 24, MT stabilize HCS Hoechst-high % 2.7, MT stabilize HCS cytotoxicity % 3.7 and Myeloid diff MLP GFP+ MAC1+ % 0.0.
Screening CCc1c(C)[nH]c(=S)c(C#N)c1C returned MT stabilize HCS 3.4, TNAP activation fold 1.1, T cell modulator inactive, Insulin prom up -0.42, Dynein transport -0.74, Myeloid diff MLP inactive, bCat nuc transl -4.0, human PMI inhibition -9%, Dynein transport cytoplasmic EGFP -0.21, Dynein transport nuclear GR-EGFP -0.22, Dynein transport cell count 0.2, Insulin prom up cell count 1479, bCat nuc transl cell count 5 µM 723, T cell modulator vesicle-bound % 33, MT stabilize HCS Hoechst-high % 2.0, MT stabilize HCS cytotoxicity % 10 and Myeloid diff MLP GFP+ MAC1+ % 0.8.
